# CRFBP-R2 agonist: CRF-BP/CRF-R2 complex agonism | HEK293 CRF-R2/CRF-BP, calcium dye fluorescence (FLIPR); percent of saturating CRF peptide response | activation, % at 13.2 µM | 0.46% of 350,000 active;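 active means activation of at least 50%, plus an integration ratio under a set limit after plate pattern correction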;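 further: plate controls were neutral control wells without compound for no effect and CRF at EC100 for full effect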
# M1 PAM: positive allosteric modulators of human M1 muscarinic receptor; P11229; CHO-K1 hM1, Fluo-8 calcium fluorescence, ACh EC20; 0% = ACh EC20, 100% = maximal ACh; activation, % at 3 µM; 0.088% of 360,000 active; AID 588819; in the data active means activation above about 19%, passing the limit was not always enough
# Target sequence (P11229 whole entry, looked up): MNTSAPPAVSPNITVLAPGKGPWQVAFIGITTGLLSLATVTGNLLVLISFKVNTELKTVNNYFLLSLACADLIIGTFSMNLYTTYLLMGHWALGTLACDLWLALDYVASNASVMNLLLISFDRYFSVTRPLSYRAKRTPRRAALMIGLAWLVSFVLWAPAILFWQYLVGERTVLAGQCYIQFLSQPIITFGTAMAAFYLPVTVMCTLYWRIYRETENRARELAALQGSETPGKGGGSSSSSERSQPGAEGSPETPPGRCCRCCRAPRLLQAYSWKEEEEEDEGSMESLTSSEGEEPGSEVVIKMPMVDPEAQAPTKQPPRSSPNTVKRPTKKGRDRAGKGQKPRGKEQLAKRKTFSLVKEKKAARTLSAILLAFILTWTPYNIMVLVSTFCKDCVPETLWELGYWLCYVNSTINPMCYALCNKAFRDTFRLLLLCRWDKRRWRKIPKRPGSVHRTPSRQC
# M4 PAM: CHRM4 positive allosteric modulation; P08173; CHO-K1 hM4/Gqi5, Fluo-8 calcium fluorescence, ACh EC20; 0% = ACh EC20, 100% = maximal ACh; activation, % at 3 µM; 0.4% of 360,000 active; AID 624126;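 active means activation above its plate's cutoff, the mean activation of sample wells plus 3 SD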; further: some results filed as inactive read as strong as hits
# M5 antag: blocks acetylcholine activation of human M5 receptor | P08912 | CHO-hM5 cells, Fluo-8 calcium fluorescence, ACh EC80 | inhibition, % at 3 µM | 0.59% of 360,000 active | AID 624040;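 active means inhibition above a per-plate cutoff, the mean of that plate's test compounds plus 3 SD, cut at about 27% in these data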;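 further: 0% = acetylcholine EC80 with DMSO and 100% = DMSO without agonist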
# Target sequence (P08912 whole entry, looked up): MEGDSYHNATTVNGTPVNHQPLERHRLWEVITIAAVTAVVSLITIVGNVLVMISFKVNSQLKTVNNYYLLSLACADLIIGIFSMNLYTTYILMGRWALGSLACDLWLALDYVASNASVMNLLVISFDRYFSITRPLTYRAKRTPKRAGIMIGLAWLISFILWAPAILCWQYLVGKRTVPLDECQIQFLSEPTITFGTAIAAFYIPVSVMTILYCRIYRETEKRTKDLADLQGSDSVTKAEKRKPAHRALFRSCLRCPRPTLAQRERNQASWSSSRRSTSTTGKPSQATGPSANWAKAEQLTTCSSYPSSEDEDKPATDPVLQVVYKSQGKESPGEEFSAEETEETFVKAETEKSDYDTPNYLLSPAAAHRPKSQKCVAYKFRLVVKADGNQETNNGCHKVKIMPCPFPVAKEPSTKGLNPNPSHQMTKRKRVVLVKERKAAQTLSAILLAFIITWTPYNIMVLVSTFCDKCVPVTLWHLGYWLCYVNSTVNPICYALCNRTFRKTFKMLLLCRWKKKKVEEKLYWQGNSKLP
# CHRM4 agonist: agonists of human muscarinic M4 receptor (CHRM4); CHO-K1 hM4/Gqi5, Fluo-8 calcium fluorescence; vehicle 0%, full acetylcholine response 100%; P08173; activation, % at 3 µM; 0.14% of 360,000 active;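 active means activation above the run mean over all test wells plus 3 SD, cut at about 32% in these data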;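 further: peak over basal fluorescence ratio per well then scaled between controls; 0% = DMSO wells and 100% = acetylcholine at EC100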
# M5 ag: CHRM5 agonism in calcium assay | P08912 | activation, % at 3 µM | CHO-K1 hM5 cells, Fluo-8 calcium fluorescence; 0% DMSO wells, 100% maximal acetylcholine response | 0.19% of 360,000 active;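 active means activation above the run's mean over test compounds plus 3 SD, cut at about 23% in these data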;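 further: signal is peak over basal fluorescence ratio across the kinetic read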
# CHRM1 antagonist: human CHRM1 antagonism; P11229; inhibition, % at 3 µM; 1.3% of 360,000 active; CHO-K1 hM1, Fluo-8 calcium fluorescence, ACh EC80 antagonist;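 active means percent inhibition above its own plate's cutoff, namely the mean of that plate's compound wells plus 3 SD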;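 further: peak over basal fluorescence ratio during 140 s after agonist addition; 0% = ACh EC80 plus DMSO and 100% = DMSO alone without agonist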
# M4 antag: CHRM4 antagonism in calcium assay | CHO-hM4 cells, ACh EC80, Fluo-8 calcium fluorescence | inhibition, % at 3 µM | P08173 | 0.73% of 360,000 active;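 active means inhibition above its plate's cutoff, the mean inhibition of sample wells plus 3 SD, cut at about 27% in these data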;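 further: 0% = acetylcholine EC80 with DMSO and 100% = DMSO without agonist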
# CHRM5 PAM: CHRM5 positive allosteric modulation; activation, % at 3 µM; 0.3% of 360,000 active; CHO-K1 hM5, Fluo-8 calcium, ACh EC20 PAM; 0% = ACh EC20, 100% = ACh EC100;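 active means activation above the run cutoff, the mean activation of all test compounds plus 3 SD, cut at about 18% in these data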
#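 Assay system: CHO-K1 hM5 cells. Also added: acetylcholine at EC20 concentration, added after compound. Dosing: 3 µM, single dose. Times: compound preincubation 140 s before EC20 acetylcholine addition. Signal: Fluo-8 calcium fluorescence. Measure: % activation relative to EC20 and EC100 ACh responses. Repeats: singlicate, one well per test compound.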
# Active calls of the source: *; · = no result given.
# Short forms – A = CRFBP-R2 agonist; B = M1 PAM; C = M4 PAM; D = M5 antag; E = CHRM4 agonist; F = M5 ag; G = CHRM1 antagonist; H = M4 antag; I = CHRM5 PAM
O=C(O)CCN1C(=O)C2CCCCC2C1=O (stereo not given)
  A = -0.8; B = 7; C = 19*; D = 3; E = 1; F = 0; G = -14; H = -16; I = -2

Cc1ccc(Nc2nc(N)nc(COC(=O)C3=COCCO3)n2)cc1
  A = 0.4; B = 16; C = 8; D = 5; E = 2; F = 2; G = 0; H = -1; I = 7

CN(CCOc1ccccc1)CCOc1ccccc1
  A = 2.0; B = -6; C = -4; D = 21; E = -1; F = -8; G = 1; H = 2; I = -5

COc1ccc(NC(=O)Nc2cccc3c2O[C@H](CN(C)S(=O)(=O)c2cccs2)[C@@H](C)CN([C@H](C)CO)C3=O)cc1
  A = -0.2; B = -6; C = 3; D = 6; E = 9; F = -4; G = 6; H = -6; I = -5

CC(NC(=O)COC(=O)C1=NN(c2ccccc2)C(=O)CC1)c1ccccc1 (stereo not given)
  A = -0.8; B = 4; C = 5; D = 1; E = 0; F = 1; G = -11; H = 0; I = 1

c1csc(CNc2ncnc3sccc23)c1
  A = 0.3; B = 1; C = -10; D = 15; E = 13; F = 7; G = 11; H = 22; I = -10

COc1cccc(/C(N)=N/OC(=O)Cc2ccccc2[N+](=O)[O-])c1
  A = -2.4; B = -2; C = 2; D = 8; E = 0; F = -6; G = -2; H = -13; I = -8

CC(=O)c1ccc(N2CCN(Cc3nc4ccccc4[nH]3)CC2)cc1
  A = 0.2; B = 0; C = 1; D = 8; E = 2; F = 0; G = 1; H = -4; I = 1

Cc1ccc(NS(=O)(=O)c2ccc(C)c(NC(=O)COc3ccccc3)c2)c(C)c1
  A = -0.8; B = 1; C = -3; D = 6; E = 2; F = -5; G = 2; H = -5; I = -8

Cc1c(NC(=O)CSc2nnc(-c3ccccc3F)o2)c(=O)n(-c2ccccc2)n1C
  A = -0.8; B = 4; C = -4; D = -4; E = 3; F = 2; G = -9; H = 3; I = -3

# (cont.)
# Short forms – A = CRFBP-R2 agonist; B = M1 PAM; C = M4 PAM; D = M5 antag; E = CHRM4 agonist; F = M5 ag; G = CHRM1 antagonist; H = M4 antag; I = CHRM5 PAM
CCn1nc(C(=O)Nc2ccc(C)c(C)c2)c(Cl)c1Cl
  A = -1.1; B = 11; C = 7; D = -3; E = 0; F = 2; G = -8; H = -4; I = -3

CC(C)C(=O)N1CCN(c2ccccc2NC(=O)c2ccc(Br)o2)CC1
  A = -0.3; B = -7; C = -5; D = 16; E = 8; F = -6; G = 8; H = -10; I = -9

COc1ccc(C(=O)NCc2nnc(SCCOc3ccccc3)n2C)cc1
  A = 2.1; B = 4; C = 8; D = 4; E = 2; F = -5; G = -2; H = -15; I = 4

COc1ccc(C(C(=O)NCC2CCCO2)N(Cc2cccs2)C(=O)c2snc(C(N)=O)c2N)cc1 (stereo not given)
  A = 0.1; B = -14; C = -20; D = 12; E = 21; F = 5; G = 22*; H = 16; I = -11

Cc1ccc(C)c(C(=O)C(C)OC(=O)CN2C(=O)NC3(CC(C)CC(C)(C)C3)C2=O)c1 (stereo not given)
  A = -0.2; B = 9; C = 8; D = -16; E = 1; F = -3; G = -15; H = -3; I = 7

COc1ccc(CN(C)C(=O)c2cc(S(=O)(=O)NCc3ccccc3)ccc2C)c(OC)c1
  A = -0.7; B = -15; C = -9; D = 5; E = 17; F = 8; G = 21; H = 3; I = -9

NC(N)=N/N=C/c1ccccc1OC(F)F
  A = 0.2; B = 1; C = -6; D = 8; E = 12; F = 6; G = 3; H = -8; I = -10

CC(=O)NN1C(=O)/C(=C\c2ccc(O)cc2)SC1=S
  A = 48; B = -2; C = 0; D = 0; E = 6; F = 11; G = -2; H = -10; I = -4

N#C/C(C(=O)N1CCOCC1)=C1/SC(Cc2ccc(F)cc2)C(=O)N1c1ccccc1 (stereo not given)
  A = 2.7; B = 7; C = 6; D = -7; E = 3; F = -3; G = -8; H = -13; I = -5

Cc1cc(C)c(-c2csc(NC(=O)c3cc([N+](=O)[O-])ccc3N3CCOCC3)n2)c(C)c1
  A = 0.5; B = -30; C = -18; D = 23; E = -1; F = -10; G = 59*; H = 36*; I = -20

# Other compounds follow.
# Short forms – A = CRFBP-R2 agonist; B = M1 PAM; C = M4 PAM; D = M5 antag; E = CHRM4 agonist; F = M5 ag; G = CHRM1 antagonist; H = M4 antag; I = CHRM5 PAM
Cc1ccc(C)c(N(C)C(=O)c2ccc3c(=O)n4c(nc3c2)CCCCC4)c1
  A = 0.7; B = 0; C = -2; D = 8; E = 6; F = -3; G = -5; H = -10; I = -9

O=C(OC1CCS(=O)(=O)c2sccc21)c1ccccc1 (stereo not given)
  A = 1.6; B = 2; C = 9; D = 7; E = 2; F = -4; G = -7; H = -14; I = -5

[O-]/[N+](=C\c1ccc(OC(F)F)cc1)c1ccccc1
  A = -2.3; B = 10; C = 19; D = -2; E = 0; F = -2; G = -13; H = 4; I = -6

O=S(=O)(c1ccc(Cl)cc1)n1cnc2ccccc21
  A = 0.9; B = 3; C = -7; D = 10; E = 1; F = 2; G = -7; H = -1; I = -3

O=C(Cc1nc(-c2ccc([N+](=O)[O-])cc2)cs1)Nc1ccccc1
  A = 0.1; B = 7; C = 0; D = 3; E = 6; F = -1; G = -4; H = 3; I = -9

O=C(NC1(C(F)(F)F)NC(=O)N(CCc2ccccc2)C1=O)C1CC1 (stereo not given)
  A = 1.7; B = 6; C = 1; D = 11; E = 0; F = 0; G = -7; H = 8; I = -5

COc1cc2c(cc1NC(=O)CSc1nc3cc(Cl)ccc3s1)oc1ccccc12
  A = 1.2; B = 4; C = 4; D = 1; E = 1; F = -1; G = -13; H = -1; I = -3

CCNC(=O)OCC12CC3CC(CC(C3)C1)C2
  A = -0.9; B = 9; C = -2; D = -1; E = -1; F = -1; G = -10; H = 2; I = 4

C=CCSc1nc2c(sc3nc(C)cc(C)c32)c(=O)[nH]1
  A = -0.4; B = 3; C = 12; D = 0; E = 2; F = 1; G = 13; H = 0; I = -2

O=C(COc1cccc(Cl)c1)N/N=C\c1cc2ccccc2nc1Cl
  A = -2.0; B = 7; C = 0; D = -1; E = 0; F = -3; G = -4; H = 2; I = -1

# Carrying on:
# Short forms – A = CRFBP-R2 agonist; B = M1 PAM; C = M4 PAM; D = M5 antag; E = CHRM4 agonist; F = M5 ag; G = CHRM1 antagonist; H = M4 antag; I = CHRM5 PAM
COc1ccccc1N1CCN(c2ncc(C(=O)N3CCN(c4cccc(Cl)c4)CC3)c3ccccc23)CC1
  A = 115*; B = 9; C = -2; D = 5; E = 2; F = 1; G = -9; H = -4; I = -1

O=C(N/N=C/C=C\c1ccccc1[N+](=O)[O-])c1cccs1
  A = -0.4; B = 2; C = 9; D = -4; E = 2; F = -1; G = 4; H = 3; I = 7

COc1ccc(CC(C)CC(=O)NCCc2ccc(OC)c(OC)c2)cc1 (stereo not given)
  A = -2.1; B = 8; C = 7; D = 10; E = 3; F = -3; G = -11; H = -6; I = -2

CCOC(=O)C1(C)CCN1C(=O)c1ccc(SC(F)(F)F)cc1 (stereo not given)
  A = ·; B = 2; C = 0; D = 1; E = 1; F = 0; G = -4; H = -8; I = -2

COc1ccc2sc(-c3ccc(S(C)(=O)=O)cc3)c(-c3ccc(SC)cc3)c2c1
  A = 3.3; B = 11; C = -2; D = 5; E = -1; F = 5; G = -10; H = -3; I = -8

CCCn1c(=O)c(C(=O)NNS(=O)(=O)c2ccc(Cl)cc2)c(O)c2ccccc21
  A = -0.7; B = 3; C = -5; D = -4; E = 0; F = 0; G = -1; H = -1; I = -2

COc1ccc(CCN(CC(=O)NC2CCCC2)C(=O)CCC(=O)Nc2cc(C)on2)cc1OC
  A = -0.4; B = 5; C = 0; D = -3; E = 1; F = -8; G = -7; H = 6; I = -4

O=C(N/N=C/c1ccccn1)c1cccc(S(=O)(=O)Nc2ccccc2Cl)c1
  A = -0.2; B = 3; C = -2; D = 9; E = 4; F = -2; G = 5; H = -1; I = -3

CSc1ccccc1OCc1cc(C(=O)NCC(C)Oc2cccnc2)no1 (stereo not given)
  A = -3.4; B = 1; C = -4; D = 5; E = 12; F = 0; G = -8; H = -15; I = -6

CCCC(C)C1c2c(c(C)c(C)oc2=O)Oc2c(C)c(C)oc(=O)c21 (stereo not given)
  A = -1.1; B = -4; C = 3; D = -1; E = 0; F = 3; G = 11; H = 3; I = 1

# Going on with the list:
# Short forms – A = CRFBP-R2 agonist; B = M1 PAM; C = M4 PAM; D = M5 antag; E = CHRM4 agonist; F = M5 ag; G = CHRM1 antagonist; H = M4 antag; I = CHRM5 PAM
CCCCn1c2ccccc2c2cc(CC(N)=O)ccc21
  A = -0.8; B = 8; C = 3; D = 0; E = 1; F = -7; G = -11; H = -6; I = 12

CCOC(=O)c1sc(NC(=O)Nc2ccc(F)cc2)nc1C
  A = 1.3; B = -19; C = -9; D = 17; E = 11; F = 4; G = 27; H = -7; I = -15

CC12CCC(O)CC1=CCC1C2CCC2(C)C1CCC21CCC(=O)O1 (stereo not given)
  A = 0.8; B = -9; C = -17; D = 10; E = 7; F = -2; G = 18; H = 14; I = -8

C#Cc1ccc(CN2CCN(Cc3ccsc3)C(CCO)C2)cc1 (stereo not given)
  A = 3.0; B = -6; C = -6; D = 12; E = 1; F = -6; G = 20; H = 4; I = -1

COc1ccccc1CCC(=O)N(C)CC(=O)Nc1ccc(F)cc1
  A = 0.0; B = 12; C = 2; D = -4; E = 1; F = -2; G = -16; H = 2; I = 0

Cc1ccc(N(CC(=O)NC2CCCC2)C(=O)CCC(=O)Nc2nccs2)cc1C
  A = 0.1; B = 4; C = 3; D = 11; E = 2; F = -3; G = -11; H = -21; I = -5

# Of the compounds above, these have two or more sulfur atoms:
# Short forms – A = CRFBP-R2 agonist; B = M1 PAM; C = M4 PAM; D = M5 antag; E = CHRM4 agonist; F = M5 ag; G = CHRM1 antagonist; H = M4 antag; I = CHRM5 PAM
COc1ccc(NC(=O)Nc2cccc3c2O[C@H](CN(C)S(=O)(=O)c2cccs2)[C@@H](C)CN([C@H](C)CO)C3=O)cc1
  A = -0.2; B = -6; C = 3; D = 6; E = 9; F = -4; G = 6; H = -6; I = -5

c1csc(CNc2ncnc3sccc23)c1
  A = 0.3; B = 1; C = -10; D = 15; E = 13; F = 7; G = 11; H = 22; I = -10

COc1ccc(C(C(=O)NCC2CCCO2)N(Cc2cccs2)C(=O)c2snc(C(N)=O)c2N)cc1 (stereo not given)
  A = 0.1; B = -14; C = -20; D = 12; E = 21; F = 5; G = 22*; H = 16; I = -11

CC(=O)NN1C(=O)/C(=C\c2ccc(O)cc2)SC1=S
  A = 48; B = -2; C = 0; D = 0; E = 6; F = 11; G = -2; H = -10; I = -4

O=C(OC1CCS(=O)(=O)c2sccc21)c1ccccc1 (stereo not given)
  A = 1.6; B = 2; C = 9; D = 7; E = 2; F = -4; G = -7; H = -14; I = -5

COc1cc2c(cc1NC(=O)CSc1nc3cc(Cl)ccc3s1)oc1ccccc12
  A = 1.2; B = 4; C = 4; D = 1; E = 1; F = -1; G = -13; H = -1; I = -3

C=CCSc1nc2c(sc3nc(C)cc(C)c32)c(=O)[nH]1
  A = -0.4; B = 3; C = 12; D = 0; E = 2; F = 1; G = 13; H = 0; I = -2

COc1ccc2sc(-c3ccc(S(C)(=O)=O)cc3)c(-c3ccc(SC)cc3)c2c1
  A = 3.3; B = 11; C = -2; D = 5; E = -1; F = 5; G = -10; H = -3; I = -8

# Compounds were not picked by outcome, and some 2.8% of all compounds hit somewhere here.
